UBC9 SUMO inh: blocks human SUMOylation mediated by UBC9; P63279; HTRF SUMOylation assay, SAE1/SAE2 + UBC9, in vitro; inhibition, % at 35 µM; 290,000 compounds, 0.36% hits; in the data active = inhibition above about 50%, passing the limit was not always enough; also: strong numbers were not always called active
GalR3 antagonist: human GalR3 antagonism. inhibition, % at 3 µM. 360,000 compounds, 0.44% hits. O60755. HEK293 GalR3-CNG cAMP membrane potential fluorescence; galR3 body fused to GalR1 C-terminus;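 active = inhibition above the screen-wide average plus 3 SD, cut at about 13% in these data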;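 also: forskolin and galanin both at EC90 stimulate the cells; cAMP rise reported by CNG channel membrane potential dye signal; 0% = forskolin plus galanin with DMSO and 100% = forskolin alone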
IDE act: IDE (human) activation, cell-based. activation, % at 5.96 µM. HEK cells, FAbeta-B cleavage, fluorescence polarization; 0% vehicle, 100% cell-free pure enzyme wells. P14735. 340,000 compounds, 0.073% hits;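 active = activation above the mean of all tested compounds plus 3 SD, set per screening campaign, cut at about 17% in these data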
Target sequence (P14735 whole entry, looked up): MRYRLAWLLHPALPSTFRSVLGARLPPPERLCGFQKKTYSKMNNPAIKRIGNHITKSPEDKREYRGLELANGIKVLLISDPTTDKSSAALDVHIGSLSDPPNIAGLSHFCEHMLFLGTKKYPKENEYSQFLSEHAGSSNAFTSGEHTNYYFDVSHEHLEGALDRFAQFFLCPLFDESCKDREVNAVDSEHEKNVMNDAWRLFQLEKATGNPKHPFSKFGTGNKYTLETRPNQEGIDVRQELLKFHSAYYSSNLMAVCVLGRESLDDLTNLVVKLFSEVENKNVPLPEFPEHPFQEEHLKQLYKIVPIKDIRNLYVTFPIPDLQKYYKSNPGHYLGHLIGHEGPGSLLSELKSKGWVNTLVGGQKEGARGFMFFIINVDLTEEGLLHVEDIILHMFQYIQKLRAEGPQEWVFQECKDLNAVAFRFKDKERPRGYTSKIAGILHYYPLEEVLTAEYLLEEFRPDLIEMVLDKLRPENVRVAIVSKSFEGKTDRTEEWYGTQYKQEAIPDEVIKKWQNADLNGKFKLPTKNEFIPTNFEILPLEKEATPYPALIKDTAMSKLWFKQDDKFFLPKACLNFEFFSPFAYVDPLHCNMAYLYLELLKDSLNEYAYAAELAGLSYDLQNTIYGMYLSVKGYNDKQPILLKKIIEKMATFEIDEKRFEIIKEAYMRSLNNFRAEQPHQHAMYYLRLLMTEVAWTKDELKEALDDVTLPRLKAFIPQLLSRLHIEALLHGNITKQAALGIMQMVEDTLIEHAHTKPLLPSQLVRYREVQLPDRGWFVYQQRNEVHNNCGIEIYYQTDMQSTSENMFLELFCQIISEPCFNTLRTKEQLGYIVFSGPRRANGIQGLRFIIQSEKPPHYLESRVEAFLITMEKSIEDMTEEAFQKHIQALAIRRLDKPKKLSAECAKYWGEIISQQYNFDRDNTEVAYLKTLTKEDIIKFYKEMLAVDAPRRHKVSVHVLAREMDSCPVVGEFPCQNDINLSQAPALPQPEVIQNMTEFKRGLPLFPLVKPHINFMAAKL
VIM-2 inhibitor: blocks Pseudomonas aeruginosa VIM-2 metallo-beta-lactamase | AID 1527 | inhibition, % at 5.6 µM | 290,000 compounds, 0.89% hits | purified VIM-2, nitrocefin hydrolysis, epi-absorbance fluorescence;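 active = inhibition above the mean of all tested compounds plus 3 SD, cutoff set per screening run, cut at about 7.5% in these data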;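 also: red hydrolysis product quenches plate fluorescence so inhibitors raise well fluorescence; 0% = enzyme with DMSO and 100% = DMSO without enzyme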
CRFR2-BP antag: CRF-BP/CRF-R2 complex antagonism; HEK293 CRF-R2/CRF-BP, CRF-induced calcium fluorescence; inhibition, % at 11.8 µM; 350,000 compounds, 0.59% hits; AID 588475;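 active = inhibition of the ligand-induced calcium signal above about 50% at the single tested concentration, limit read from the data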
pCIP destab: p/CIP protein destabilization; F442A p/CIP-EGFP cells, EGFP fluorescence, 16 h; decrease of EGFP signal, % at 10 µM; Q05BA5; 290,000 compounds, 0.01% hits;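 active = EGFP signal decrease of at least 30% at 10 µM or well 3 SD below plate mean, unless failing retest; inactive = the rest, including hits failing retest or dose response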; also: some compounds called inactive have numbers as strong as hits; many of its hits are not listed in these tables
IMP-1 inh: inhibitors of Pseudomonas aeruginosa IMP-1 metallo-beta-lactamase; inhibition, % at 5.6 µM; purified IMP-1, nitrocefin hydrolysis, epi-absorbance fluorescence; 290,000 compounds, 0.45% hits; AID 1556;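 active = inhibition above the mean plus 3 SD of all compounds in the same screening run, cut at about 4.5% in these data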;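 also: 0% = IMP-1 with DMSO and 100% = DMSO wells lacking enzyme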
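assay system = purified recombinant IMP-1 metallo-beta-lactamase enzyme | schedule = 15 min preincubation plus 25 min reaction at 25 °C | signal = Epi-absorbance fluorescence, 480 nm excitation, 530 nm emission | read-out basis = percent inhibition from optical density relative to buffer-blank wells | controls = IMP-1 with DMSO as 0%, enzyme-free DMSO as 100%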
IDE cell inh: inhibitors of human insulin-degrading enzyme in cells; P14735; HEK cells, FAbetaB cleavage, fluorescence polarization; inhibition, % at 5.59 µM; 320,000 compounds, 0.41% hits;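 active = percent inhibition above the average of all tested compounds plus 3 SD, set per screening campaign, cut at about 16% in these data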;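 also: IDE supplied by intact live HEK cells; FP after avidin binding of uncleaved biotin substrate so inhibition keeps polarization high; 0% = DMSO wells and 100% = 60 µM reference IDE inhibitor Ii1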
HCV NS3 hel inh: inhibitors of Hepatitis C virus NS3 helicase; NS3 helicase DNA unwinding, Cy5 molecular beacon fluorescence; inhibition, % at 10.9 µM; 290,000 compounds, 0.56% hits;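 active = inhibition above the mean of all tested compounds plus 3 SD, set per campaign, cut at about 35% in these data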;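 also: 0% = DMSO wells and 100% = thioflavine S control wells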
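Measured by: Cy5 fluorescence, 0 and 60 min reads / Assay system: NS3 helicase fragment of HCV / Control set: low DMSO, high thioflavine S at 110 µM / Times: 1 h reaction at 25 °C, ATP-initiated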
* = called active by the depositor; x = not tested or not shown.

#	canonical_smiles	UBC9 SUMO inh	GalR3 antagonist	IDE act	VIM-2 inhibitor	CRFR2-BP antag	pCIP destab	IMP-1 inh	IDE cell inh	HCV NS3 hel inh
1	O=C1CCCC/C1=C/NCc1ccc(F)cc1	15	-5	5	1.8	-4	-2	-2.5	0	-11
2	O=C(Nc1ccccc1-c1ccccc1)c1ccccc1[N+](=O)[O-]	8	-10	4	-2.0	3	-10	-2.7	-1	-5
3	COCCCn1c(=S)[nH]c(C)c(C)c1=O	-3	-3	5	-0.3	-1	-3	2.0	-2	15
4	COc1cc(/C=N/NC(=O)CCc2ccccc2)ccc1O	2	-4	2	-0.6	9	-6	2.1	3	-6
5	O=C(CCN1C(=O)c2ccccc2C1=O)Nc1ccc(S(=O)(=O)N2CCOCC2)cc1	-2	x	-3	0.1	-1	-19	-4.3	-3	2
6	COc1cc(CNc2nnnn2C)ccc1OCc1c(F)cccc1Cl	16	-6	0	-1.9	2	-8	-2.5	2	-1
7	Cc1ccnc(NC(=O)CCNC(=O)c2ccc(Cl)cc2)c1	8	-2	-1	-3.7	-2	-12	-3.7	x	1
8	CCSc1cc(C)nc2c(-c3ccccc3)cnn12	11	-3	1	1.0	-15	3	-1.2	14	-6
9	CC(=O)Nc1ccc(NC2=CC(=O)CC(C)(C)C2)cc1	-1	-2	-3	-1.0	-6	2	-4.4	4	11
10	CCOC(=O)c1ccc(NC(=O)CCn2nnc3ccccc32)cc1	0	-5	-2	-2.0	11	-2	-3.4	6	4
11	CCOC(=O)c1cc(CC)sc1/N=C/C1C(=O)CC(C)(C)CC1=O	-2	-13	-2	-3.2	-16	-10	-3.3	-1	0
12	Cc1ccccc1C1c2[nH]c3ccccc3c2C[C@H]2C(=O)N(C3CCN(Cc4ccccc4)CC3)CC(=O)N12 (stereo partly specified)	-5	-10	1	-3.0	x	-2	-2.9	4	-77
13	Cc1cc(C)nc(N2CCCC(C(=O)NCc3ccccc3F)C2)n1 (stereo unspecified)	11	-8	0	3.1	5	-15	-1.1	6	1
14	COc1ccc(Cl)cc1C(=O)NCC(c1ccco1)N(C)C (stereo unspecified)	1	-7	1	-2.6	7	0	-3.8	0	8
15	CCN(C(=O)CSc1nc2ccccc2c(=O)n1-c1ccccc1F)C1CCS(=O)(=O)C1 (stereo unspecified)	x	-3	0	x	-7	x	x	1	x
16	CCCC(C(=O)NCC1CCCO1)N(Cc1ccco1)C(=O)CNS(=O)(=O)c1ccccc1 (stereo unspecified)	1	2	0	-1.9	14	3	-1.4	0	5
17	O=C(NCc1ccco1)c1cc2c(s1)CSC2	42	x	x	-3.1	-6	-7	1.3	9	23
18	Cc1cccc(N2C(=O)C3C4C=CC(CC4)C3C2=O)c1 (stereo unspecified)	12	-5	-2	-1.9	-14	-6	-2.2	-3	-1
19	O=S(=O)(NCC1CCCO1)c1cccc2nsnc12 (stereo unspecified)	17	-3	-4	-2.6	-4	-8	-3.8	-4	-16
20	Cc1c(Cl)cccc1NC(=O)CCC(=O)NNC(=O)c1ccccc1Cl	-10	-5	6	-5.4	10	-7	-4.1	-2	0
21	Cc1cnc(C(=O)OCC(=O)NC(C)c2ccccc2)cn1 (stereo unspecified)	x	-1	-2	x	5	x	x	-4	x
22	CC(=O)N1CCN(S(=O)(=O)c2cccc(C(=O)Nc3nccs3)c2)CC1	-4	-2	-3	-1.4	-10	10	-1.1	0	11
23	Cc1ccc2c(=O)cc(C(F)F)oc2c1	16	3	0	-2.4	-15	-4	-6.0	-1	14
24	CCSC1=NCCN1C(=O)Cc1ccc(-c2ccccc2)cc1	12	-7	-4	-1.2	-2	-5	-1.2	7	6

A stretch from further up:
#	canonical_smiles	UBC9 SUMO inh	GalR3 antagonist	IDE act	VIM-2 inhibitor	CRFR2-BP antag	pCIP destab	IMP-1 inh	IDE cell inh	HCV NS3 hel inh
20	Cc1c(Cl)cccc1NC(=O)CCC(=O)NNC(=O)c1ccccc1Cl	-10	-5	6	-5.4	10	-7	-4.1	-2	0
21	Cc1cnc(C(=O)OCC(=O)NC(C)c2ccccc2)cn1 (stereo unspecified)	x	-1	-2	x	5	x	x	-4	x
22	CC(=O)N1CCN(S(=O)(=O)c2cccc(C(=O)Nc3nccs3)c2)CC1	-4	-2	-3	-1.4	-10	10	-1.1	0	11
23	Cc1ccc2c(=O)cc(C(F)F)oc2c1	16	3	0	-2.4	-15	-4	-6.0	-1	14
24	CCSC1=NCCN1C(=O)Cc1ccc(-c2ccccc2)cc1	12	-7	-4	-1.2	-2	-5	-1.2	7	6

Next part
#	canonical_smiles	UBC9 SUMO inh	GalR3 antagonist	IDE act	VIM-2 inhibitor	CRFR2-BP antag	pCIP destab	IMP-1 inh	IDE cell inh	HCV NS3 hel inh
25	N#CC1=C(N)NC(SCC(=O)Nc2ccc(Br)cc2)=C(C#N)C12CCCCC2	-18	-6	1	-2.4	-12	-12	-5.0	2	-6
26	CCOC(=O)CC1(C)SC(NC(C)=O)=NN1C(C)=O (stereo unspecified)	14	-5	1	0.5	-7	8	-2.7	-2	1
27	CCc1ccccc1NC(=O)COc1cccc(-n2cnnn2)c1	-7	-10	2	0.1	-2	-3	-1.1	1	-4
28	CCc1ccc(S(=O)(=O)Nc2cc3c(cc2N2CCCCC2)n(C)c(=O)c(=O)n3C)cc1	28	1	0	1.4	16	-5	1.0	3	14
29	O=S(=O)(NCc1cccs1)c1ccc(Br)s1	8	x	x	-0.4	x	-4	-2.0	-4	1
30	CC(=O)c1c(C(C)=O)c(C)n(NC(=O)c2ccccc2Cl)c1C	-15	-5	6	3.8	-4	4	1.3	-4	-8
31	Cc1ccc(C(=O)OCC(=O)N2CCC(C)CC2)cc1S(=O)(=O)N1CCCCC1	3	-4	3	-2.4	8	6	-2.9	0	-4
32	O=C(COC(=O)CN1C(=O)NC2(CCCC2)C1=O)NCc1ccc(Cl)cc1Cl	x	-5	3	x	12	x	x	4	x
33	Cc1csc(NC(=O)CSc2nnc(Cn3c(=O)sc4ccccc43)n2-c2ccccc2)n1	6	2	0	-7.1	5	-10	-7.5	2	-11
34	CC(NC(=O)c1ccc(OC2CCN(Cc3ccccn3)CC2)cc1)c1nccs1 (stereo unspecified)	-6	4	-3	-2.5	-7	-2	-5.1	10	-1
35	Cc1ccc(C)c2c1cc(C)c1nnc(SCC(=O)Nc3cccc(C(=O)O)c3)n12	27	-7	-1	-0.3	-40	-6	-1.1	8	-12
36	COCCn1c(=O)[nH]c2cc(C(=O)N3CCN(c4ccc(Cl)cc4)CC3)ccc2c1=O	-3	-8	-3	-0.9	-8	3	-1.2	6	-10
37	COc1ccc2cc(CCNC(=O)c3ccc4c(c3)OCO4)c(=O)[nH]c2c1	1	2	2	-3.5	12	-1	-2.2	2	8
38	COc1cc(-n2c(=O)c3ccccc3n(CC(=O)c3ccc(F)cc3)c2=O)cc(OC)c1OC	8	-5	1	-2.5	3	2	-2.6	-3	3
39	COc1ccc(-c2coc3cc(OC4OC(CO)C(O)C(O)C4O)ccc3c2=O)cc1 (stereo unspecified)	25	-10	4	-2.2	2	-9	-2.7	1	6
40	CCN(CC)c1ccc(/C=N/NC(=O)c2ccccn2)cc1	-10	2	0	-4.5	-2	0	-6.2	3	-1
41	C=CCN(c1cccc(C(F)(F)F)c1)S(=O)(=O)c1cccc(C(=O)OCC(=O)NC(N)=O)c1	-12	-5	5	-2.3	23	-6	-3.6	4	1
42	O=C(CCc1nc2ccccc2c(=O)[nH]1)NNC(=O)c1ccc(F)cc1	x	-3	1	x	1	x	x	-8	x
43	COc1cccc(CNc2ccc(N3CCC(C)CC3)cc2)c1OC	-2	-5	6	-2.3	0	-12	-1.8	5	16
44	COc1ccc(OC)c(C2C3=C(COC3=O)Nc3cc4c(cc32)OCO4)c1 (stereo unspecified)	12	28*	4	-1.8	-30	-22	-1.8	9	-5
45	CC1=CCC(C(=O)O)C(C(=O)Nc2cccnc2)C1 (stereo unspecified)	-3	-7	-3	-2.3	13	-14	-3.4	8	8
46	Cc1ccc(N2CCN(S(=O)(=O)c3ccc(-n4cnnn4)cc3)CC2)c(C)c1	x	-1	4	0.7	9	-14	0.2	-7	-4
47	Cc1cccc(C)c1NC(=S)NCCSc1ccc(Cl)cc1	3	-3	3	-3.7	-9	-4	-2.8	1	8
48	C=CCSc1nccc(-c2cc(Cl)sc2Cl)n1	5	2	-1	-2.4	18	-5	-2.8	-4	0

Next part, overlapping the part above by 2 compounds.
#	canonical_smiles	UBC9 SUMO inh	GalR3 antagonist	IDE act	VIM-2 inhibitor	CRFR2-BP antag	pCIP destab	IMP-1 inh	IDE cell inh	HCV NS3 hel inh
47	Cc1cccc(C)c1NC(=S)NCCSc1ccc(Cl)cc1	3	-3	3	-3.7	-9	-4	-2.8	1	8
48	C=CCSc1nccc(-c2cc(Cl)sc2Cl)n1	5	2	-1	-2.4	18	-5	-2.8	-4	0
49	Cc1cc(C)c(NC(=O)CNC(=O)COC(=O)CN2C(=O)NC3(CCCC3)C2=O)c(C)c1	x	-2	3	x	-9	x	x	-2	x
50	COc1cc(-c2nc3cnccn3c2NC(C)(C)CC(C)(C)C)ccc1O	11	-9	5	-1.4	14	-7	-1.9	2	-3
51	CC(C)(C)OC(=O)NC(CO)c1cn([C@@H](Cc2cc3ccccc3[nH]2)C(=O)N2CCN(C(=O)OC(C)(C)C)CC2)nn1 (stereo partly specified)	-7	-4	0	-1.7	-2	-2	-2.0	0	12
52	COc1ccc(-c2csc(Cc3nnc(N4CCOCC4)n3-c3ccccc3)n2)cc1	16	-10	1	0.1	-6	-7	-1.9	1	-8
53	COc1ccc(S(=O)(=O)N2CCCCC2)cc1NC(=O)c1ccc([N+](=O)[O-])o1	8	-5	-2	-1.8	-4	-5	-3.0	3	-15
54	CCC1CN(C(=O)NCc2ccc(F)cc2)c2cc(Cl)ccc2O1 (stereo unspecified)	-15	-7	0	-5.5	5	-7	-5.8	x	-1
55	COc1ccccc1C(=O)OCC(=O)Nc1cccc(S(=O)(=O)NC2=NCCCCC2)c1	x	-6	-3	x	-2	x	x	0	x
56	COc1ccc(CN(C(=O)c2cnccn2)C(C(=O)Nc2ccc(F)cc2)c2ccccc2)cc1 (stereo unspecified)	-1	-2	-4	-4.4	-11	-8	-2.8	9	-4
57	O=C(c1ccc(OC2CCN(Cc3ccccn3)CC2)cc1)N1CCC[C@H]1CO	10	0	3	1.3	-35	-14	-1.4	2	6
